GSH fluor: compound fluorescence on glutathione beads, profiling panel, artefact control, biophysical, 488/530 nm, flow cytometry; GSH beads flow cytometry, compound fluorescence 488/530 nm; active compounds read high; fluorescence (KMESF) at 10 µM; 190,000 compounds, 0.25% hits; in the data active means fluorescence above about 89;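 further: glutathione beads carrying GST-tagged Bcl family fusion proteins plus one bare bead set; values are compound well signal with DMSO vehicle wells as background; inactives centre near 16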
Rab7 wt GTP bind: modulators of GTP binding to Rab7, primary screen, biochemical, wildtype, multiplex bead flow cytometry. Rab7 GTPase wild type (dog), Bodipy-FL-GTP binding. GST-Rab7 beads, fluorescent GTP binding; actives lie on both sides; untreated = 100%, excess cold GTP = 0%. GTP binding activity (percent of control), % at 10 µM. 190,000 compounds, 0.055% hits. AID 758, 2007;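 active means fluorescent GTP binding to Rab7 beads changed by at least 20 points from the 100% baseline, either direction, mostly lower; inconclusive means compound itself probably fluorescent, or too few beads counted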;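 further: median green fluorescence of bound Bodipy-FL-GTP per Rab7 bead population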
Cdc42 wt GTP: modulators of GTP binding to wildtype Cdc42, primary screen, biochemical, multiplex bead flow cytometry, Bodipy-GTP; GST-Cdc42 beads; actives lie on both sides; Cell division control protein 42 homolog (Homo sapiens), P60953; percent activity (GTP binding), % at 10 µM; 190,000 compounds, 0.2% hits; AID 761, 2007;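 active means percent activity GTP binding at least 20 points away from the 100% baseline, either down as inhibitor or up as activator; inconclusive means compound flagged as likely green fluorescent from well-wide comparison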;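 further: median bead fluorescence of bound Bodipy-FL-GTP at 100 nM; 0% = excess unlabeled GTP control and 100% = no compound control; below 100% means less GTP binding so inhibitor and above means activator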
Pf gamet viab: late stage P. falciparum gametocyte viability inhibitors, primary screen, ATP luminescence, HTS; inhibition, % at 10.9 µM; P. falciparum stage V gametocytes, 24 h; 150,000 compounds, 0.065% hits; AID 743093, 2013;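 active means inhibition above the mean plus 3 SD of compounds within the control limits, set per campaign, cut at about 38% in these data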;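 further: 0% = DMSO wells and 100% = medium only without gametocytes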
Avidin fluor: green autofluorescence of compounds with avidin beads – biophysical, 488/530 nm, flow cytometry, artefact control, profiling panel | compound fluorescence 488/530 nm; active compounds read high | fluorescence (KMESF) at 10 µM | 220,000 compounds, 0.38% hits | AID 1775, 2009; in the data active means fluorescence above about 47; further: inactives centre near 10
ABCB1 block: ABCB1 efflux pump inhibitors, primary screen, cell-based, multiplex, flow cytometry, ABCG2 counter-screen | CCRF-Adr cells, JC-1 efflux | inhibition, % at 6.6 µM | 190,000 compounds, 0.067% hits | AID 1326, 2008; in the data active means inhibition above about 40%;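 further: 0% = vehicle and 100% = reference inhibitor; higher value means more JC-1 retained so stronger ABCB1 efflux block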
Target sequence (P08183 whole entry, looked up): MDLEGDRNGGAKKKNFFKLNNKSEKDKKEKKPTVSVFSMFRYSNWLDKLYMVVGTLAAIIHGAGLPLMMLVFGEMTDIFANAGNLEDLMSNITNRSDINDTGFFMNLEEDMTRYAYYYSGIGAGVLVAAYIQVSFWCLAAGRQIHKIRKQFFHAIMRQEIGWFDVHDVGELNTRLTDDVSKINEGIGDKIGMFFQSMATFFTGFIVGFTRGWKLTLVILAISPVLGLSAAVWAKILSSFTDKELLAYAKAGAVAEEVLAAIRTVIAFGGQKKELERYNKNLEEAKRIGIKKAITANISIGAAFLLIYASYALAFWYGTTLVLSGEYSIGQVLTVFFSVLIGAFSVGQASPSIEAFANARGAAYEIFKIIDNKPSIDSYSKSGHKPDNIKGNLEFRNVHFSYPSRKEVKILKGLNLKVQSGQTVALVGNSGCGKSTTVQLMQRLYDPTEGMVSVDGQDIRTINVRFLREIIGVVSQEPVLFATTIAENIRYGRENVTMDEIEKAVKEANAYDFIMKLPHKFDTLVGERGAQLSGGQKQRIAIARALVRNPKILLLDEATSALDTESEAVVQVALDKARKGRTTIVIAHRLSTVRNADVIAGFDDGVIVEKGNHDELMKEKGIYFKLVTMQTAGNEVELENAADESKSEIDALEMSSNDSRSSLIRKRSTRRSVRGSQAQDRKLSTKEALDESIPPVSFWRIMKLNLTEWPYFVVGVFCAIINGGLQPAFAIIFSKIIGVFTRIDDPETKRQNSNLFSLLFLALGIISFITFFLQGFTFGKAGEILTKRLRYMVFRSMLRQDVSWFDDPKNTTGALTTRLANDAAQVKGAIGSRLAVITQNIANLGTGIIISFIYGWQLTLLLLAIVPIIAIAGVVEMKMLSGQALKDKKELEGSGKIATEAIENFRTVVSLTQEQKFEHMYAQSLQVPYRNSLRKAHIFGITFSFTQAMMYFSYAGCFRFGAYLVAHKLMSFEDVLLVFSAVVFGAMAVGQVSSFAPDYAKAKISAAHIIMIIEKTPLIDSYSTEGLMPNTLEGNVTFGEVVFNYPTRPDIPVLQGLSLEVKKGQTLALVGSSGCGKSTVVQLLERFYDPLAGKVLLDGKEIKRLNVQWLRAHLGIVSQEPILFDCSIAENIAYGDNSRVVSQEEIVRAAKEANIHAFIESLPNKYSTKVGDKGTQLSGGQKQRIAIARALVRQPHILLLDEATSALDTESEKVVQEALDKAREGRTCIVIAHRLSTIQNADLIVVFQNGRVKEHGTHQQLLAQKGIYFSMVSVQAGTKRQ
HRas wt GTP bind: modulators of GTP binding to HRas wildtype, primary screen, biochemical, bead-based flow cytometry, multiplex; GTPase HRas (Homo sapiens), P01112; GST-Ras wt beads, Bodipy-FL-GTP binding; actives lie on both sides; GTP binding activity, % at 10 µM; 190,000 compounds, 0.14% hits;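 active means GTP binding activity at least 20% away from the 100% baseline, either lowered as inhibitor or raised as activator; inconclusive means flagged as likely green fluorescent, judged across all proteins in the well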;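 further: 0% = unlabeled GTP competition control and 100% = no-compound control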
ABCG2 inh: ABCG2 efflux pump inhibitors, primary screen, multiplex with ABCB1, IgMXP3 cells, flow cytometry | AID 1325, 2008 | inhibition, % at 6.6 µM | 190,000 compounds, 0.1% hits | JC-1 efflux;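 active means inhibition above 80%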;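 further: 0% = DMSO and 100% = nicardipine control wells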
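Incubation: cells with compound and JC-1, 10 min at 25 °C, rotating, no wash / Test system: IgMXP3 (ABCG2) plus far-red-tagged CCRF-Adr (ABCB1) cells / Compound dosing: one concentration, 6.6 µM final / Also added: JC-1 fluorescent substrate / Evaluation: efflux inhibition in percent versus controls / Detection: flow cytometry, 530 nm JC-1 signal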
Rab2A wt mod: modulators of GTP binding to Rab2A wildtype, primary screen, biochemical, dog, bead-based flow cytometry, multiplex | Ras-related protein Rab-2A (Canis lupus familiaris), P61105 | GST-Rab2 wt beads, Bodipy-GTP binding | GTP binding activity, % at 10 µM | 190,000 compounds, 0.19% hits | AID 760, 2007;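 active means GTP binding activity at least 20 points away from 100%, either lowered or raised; inconclusive means signal likely due to the compound's own green fluorescence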;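 further: 0% = beads with excess unlabeled GTP and 100% = no-compound control corrected for plate trend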
Rac1 act GTP bind: GTP binding modulators of activated mutant Rac1, primary screen, biochemical, bead-based flow cytometry, multiplex, fluorescent GTP; Ras-related C3 botulinum toxin substrate 1 (Homo sapiens), P63000; GST-Rac1 activated beads; actives lie on both sides; 100% means binding = to untreated wells; percent activity (GTP binding), % at 10 µM; 190,000 compounds, 0.11% hits; AID 764, 2007;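 active means GTP binding at least 20 percentage points away from the 100% baseline, in either direction, so actives lie on both sides; inconclusive means Compound likely fluorescent itself, or too few beads counted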
Rac1 wt modul: wildtype Rac1 GTP binding modulators, primary screen, biochemical, GST-Rac1 beads, flow cytometry, multiplex | Ras-related C3 botulinum toxin substrate 1 (Homo sapiens), P63000 | fluorescent GTP binding; actives lie on both sides; 0 = cold GTP competed, 100 = untreated | GTP binding activity (% of control), % at 10 µM | 190,000 compounds, 0.27% hits;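 active means GTP binding activity at least 20 points away from the 100% control level, either lower or higher; inconclusive means compound flagged as likely green fluorescent, judged across all proteins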
An asterisk follows results filed as active; u = inconclusive; x = not tested or not shown.

1	COc1cccc(OCCCN2CCCCCC2)c1
2	CCCn1nnc(NC(=O)COc2cc(C)ccc2C(C)C)n1
3	COc1ccc(N(CC(=O)NCc2ccc(Cl)cc2)S(=O)(=O)c2ccccc2[N+](=O)[O-])c(OC)c1
4	CCOC(=O)C1=C(N)Oc2c(oc(CO)cc2=O)C1c1ccc(F)c(F)c1 (stereo not given)
5	CC(Sc1nc2ccccc2n1C)C(=O)NC(c1ccccc1)c1ccccc1 (stereo not given)
6	CCc1cc2c(SCC(=O)Nc3ncc(Cl)c(C)c3Cl)ncnc2s1
7	O=C(c1ccc(C23CC4CC(CC(C4)C2)C3)o1)N1CCOCC1
8	CS(=O)(=O)N(CC(=O)N1CCN(c2cccc(Cl)c2)CC1)c1ccccc1
9	CC(NC(=O)COC(=O)c1cc(Cl)nc(Cl)c1)c1ccccc1 (stereo not given)
10	Cc1cc(C)cc(N(C(=O)Cc2cccs2)C(C(=O)NC2CCCC2)c2ccc(C)o2)c1 (stereo not given)

compound no.	1	2	3	4	5	6	7	8	9	10
ABCB1 block	0.3	0.3	12	0.5	1.5	1.2	0.7	0.4	1.1	0.6
Avidin fluor	7	6	10	9	5	9	6	17	10	x
Rab7 wt GTP bind	93	97	102	90	96	98	99	98	96	95
HRas wt GTP bind	94	96	100	94	100	95	100	99	96	96
ABCG2 inh	2	1	7	1	15	9	3	0	12	1
Rac1 wt modul	95	101	101	96	106	97	103	99	94	97
Pf gamet viab	11	x	5	x	3	6	x	x	x	1
GSH fluor	17	5	56	14	16	12	53	32	13	17
Cdc42 wt GTP	96	99	94	97	100	96	98	99	93	95
Rab2A wt mod	94	97	97	93	96	93	99	98	93	95
Rac1 act GTP bind	97	97	94	98	99	93	100	98	93	96

11	CCOc1ccc(CNCc2cccnc2)cc1
12	CCc1ccccc1NC(=O)CN(C)C(=O)CN1C(=O)NC2(CCCCCC2)C1=O
13	CCC(=O)N1CCN(c2ccc(Cl)cc2NC(=O)Cc2ccc(Cl)cc2)CC1
14	CCOC(=O)Cc1csc(SCC(=O)Nc2cccc(Cl)c2)n1
15	Cc1ccc(-c2ccc(C(=O)O)c(C)n2)cc1
16	COc1ccc(-n2nc3c(c2NC(=O)c2c(F)cccc2Cl)CS(=O)C3)cc1 (stereo not given)
17	NC(=O)c1ccc(-n2c(CCC(=O)O)ccc2-c2cccs2)cc1
18	Cc1ccc(Cl)c(OCC(O)CN(CCO)CCO)c1 (stereo not given)
19	Cc1cccc(OCCNc2nc3c(c(=O)n(C)c(=O)n3C)n2C)c1
20	CCCCC1C2=C(CCCC2=O)OC2=C1C(=O)CCC2

compound no.	11	12	13	14	15	16	17	18	19	20
ABCB1 block	0.4	0.0	2.4	1.4	1.5	0.7	0.2	0.0	0.3	0.7
Avidin fluor	19	6	8	22	14	25	7	13	8	7
Rab7 wt GTP bind	102	89	98	101	93	98	101	99	101	96
HRas wt GTP bind	104	94	102	102	97	101	94	101	101	96
ABCG2 inh	1	1	2	79	13	2	0	0	3	18
Rac1 wt modul	109	101	105	104	103	106	95	101	102	99
Pf gamet viab	x	-3	-7	13	0	x	-7	1	-27	x
GSH fluor	18	16	47	25	21	14	16	10	3	11
Cdc42 wt GTP	104	98	100	103	101	101	93	101	103	98
Rab2A wt mod	103	96	99	99	98	101	95	99	98	96
Rac1 act GTP bind	100	98	100	100	98	99	91	100	100	96

21	COC(=O)CCC(=O)NNC(=O)c1ccc(Cl)cc1Cl
22	Cc1ccc(CSc2nc3c(c(=O)[nH]c(=O)n3C)n2CCC(C)C)cc1
23	S=c1[nH]nc(Cc2cccs2)n1-c1ccccc1
24	CC(C)CC1NC(=O)N(CC(=O)NC2CCCc3ccccc32)C1=O (stereo not given)
25	CCN(CC)S(=O)(=O)c1ccc(N(C)Cc2cccc(OC)c2OC)nc1
26	Cc1c(CCOC(=O)CC23CC4CC(CC(C4)C2)C3)sc[n+]1Cc1ccccc1
27	O=C(COC(=O)c1c2c(nc3ccccc13)/C(=C/c1cccc([N+](=O)[O-])c1)CCC2)NC1CCS(=O)(=O)C1 (stereo not given)
28	O=C(c1ccccn1)N(Cc1ccco1)C1(C(=O)NC2CCCC2)CCCCC1
29	COc1ccc(NC(=S)N2CCN(c3ncccn3)CC2)cc1
30	Oc1ccc2oc3c(c2c1/C=N/n1cnnc1)CCCC3

compound no.	21	22	23	24	25	26	27	28	29	30
ABCB1 block	0.6	1.7	-0.2	0.4	0.4	0.5	14	-0.2	0.1	0.4
Avidin fluor	113*	6	3	11	13	14	15	25	18	32
Rab7 wt GTP bind	97	101	100	99	97	103	98	93	103	94
HRas wt GTP bind	96	99	102	98	93	102	100	101	99	97
ABCG2 inh	1	5	0	2	2	3	5	0	13	6
Rac1 wt modul	102	99	104	99	99	102	105	103	98	92
Pf gamet viab	23	x	2	12	-20	4	x	10	12	12
GSH fluor	42	13	19	18	12	22	12	15	13	11
Cdc42 wt GTP	99	100	103	98	93	104	101	103	95	95
Rab2A wt mod	99	100	103	99	95	103	100	101	101	96
Rac1 act GTP bind	101	99	100	98	96	101	99	102	97	96

Rewritten with two lines to a compound: part of the list above
The line under a structure holds: ABCB1 block | Avidin fluor | Rab7 wt GTP bind | HRas wt GTP bind | ABCG2 inh | Rac1 wt modul | Pf gamet viab | GSH fluor | Cdc42 wt GTP | Rab2A wt mod | Rac1 act GTP bind
#27 O=C(COC(=O)c1c2c(nc3ccccc13)/C(=C/c1cccc([N+](=O)[O-])c1)CCC2)NC1CCS(=O)(=O)C1 (stereo not given)
 : 14 | 15 | 98 | 100 | 5 | 105 | x | 12 | 101 | 100 | 99
#28 O=C(c1ccccn1)N(Cc1ccco1)C1(C(=O)NC2CCCC2)CCCCC1
 : -0.2 | 25 | 93 | 101 | 0 | 103 | 10 | 15 | 103 | 101 | 102

Remaining list, next part.
31	Cc1nn2c(=O)c(NC(=O)c3ccc(Cl)cc3)cnc2s1
32	Cc1c(NC(=O)C(C)Sc2ccc3ccccc3n2)c(=O)n(-c2ccccc2)n1C (stereo not given)
33	Cc1nn(C)c(C)c1CN(C)C(=O)C1c2ccccc2Oc2ccccc21
34	CN(Cc1cn(Cc2ccccc2)nc1-c1ccc2c(c1)OCO2)Cc1nccn1C
35	Cc1cc(C)n(-c2nc3c(c(=O)n(C)c(=O)n3C)n2CCO)n1
36	CCOC(=O)CNC(=O)c1cn(CC(C)C)c(=O)c2cc(OC)c(OC)cc12
37	COc1cc(C(=O)N2CCN(c3ccccc3OC)CC2)c([N+](=O)[O-])cc1OC
38	c1cncc(-c2nc3ccccc3o2)c1
39	N#Cc1c(N)nc(SCC(=O)C23CC4CC(CC(C4)C2)C3)c(C#N)c1-c1ccc(Cl)cc1
40	COc1ccc(-n2c(CN3CCN(c4ccccn4)CC3)nc3ccc([N+](=O)[O-])cc3c2=O)c(OC)c1

compound no.	31	32	33	34	35	36	37	38	39	40
ABCB1 block	0.2	0.5	0.5	2.5	1.2	0.4	-0.2	0.3	0.7	29
Avidin fluor	7	12	6	3	6	22	9	8	22	11
Rab7 wt GTP bind	104	104	95	95	104	88	98	97	105	94
HRas wt GTP bind	100	105	97	99	101	90	96	96	105	98
ABCG2 inh	0	1	1	3	3	2	-1	2	6	12
Rac1 wt modul	102	109	99	101	102	96	99	99	104	98
Pf gamet viab	x	16	x	2	-6	-6	-8	x	-6	-22
GSH fluor	13	10	16	10	11	18	8	39	12	8
Cdc42 wt GTP	99	107	96	98	102	91	97	97	105	100
Rab2A wt mod	100	106	97	94	99	91	96	101	103	96
Rac1 act GTP bind	98	102	95	97	99	94	93	98	98	95

A few values from the list:
Reading of entry 32 under Rac1 wt modul: 109
Reading of entry 34 under Cdc42 wt GTP: 98

The listing continues:
41	c1ccc2c(c1)c1c3n2CCNC3CCC1 (stereo not given)
42	C(=N\c1nccs1)/c1cccnc1
43	COc1ccc(C2CC(=O)C(C=NCCO)=C(O)C2)cc1OC (stereo not given)
44	CCCC(c1nnnn1CCOC)N(Cc1cc2cc(C)c(C)cc2[nH]c1=O)CC1CCCO1 (stereo not given)
45	O=C(O)c1cc(C2CC2)nn1-c1ccccc1
46	Cc1ccc(N=Nc2c(C)[nH]n(-c3ccccc3)c2=O)c(C)c1
47	O=c1c2cc3c(cc2[nH]c(=S)n1C1CCN(Cc2ccccc2)CC1)OCO3
48	CCC1(C(=O)c2ccccc2)C(c2cccc([N+](=O)[O-])c2)C1(C(=O)OC)C(=O)OC (stereo not given)
49	COc1cc(-c2nn3c(-c4ccccn4)nnc3s2)cc(OC)c1OC
50	O=C(NCCOc1nc(N2CCCCC2)nc(N2CCOCC2)n1)Nc1ccccc1
51	C=CCN(Cc1nc(-c2cc(OC)c3c(c2)OCO3)oc1C)C1CCS(=O)(=O)C1 (stereo not given)
52	O=C(NCC1CCCO1)c1onc(CSc2ccccc2F)c1C(=O)O (stereo not given)
53	CNC(=S)N1CCc2cc(OC)c(OC)cc2C1COc1ccc(F)cc1 (stereo not given)

compound no.	41	42	43	44	45	46	47	48	49	50	51	52	53
ABCB1 block	0.0	-0.2	0.3	1.1	-0.1	0.3	3.1	1.2	0.3	1.1	0.9	0.8	0.5
Avidin fluor	4	7	9	11	6	20	10	6	29	10	11	7	8
Rab7 wt GTP bind	99	93	103	102	100	99	98	102	u	95	92	92	u
HRas wt GTP bind	100	99	100	101	96	92	100	102	u	97	96	95	u
ABCG2 inh	0	-1	0	2	0	2	6	0	13	7	2	4	6
Rac1 wt modul	99	102	101	103	96	95	100	106	u	98	101	92	u
Pf gamet viab	18	3	x	x	4	-8	-18	0	x	x	18	2	-28
GSH fluor	40	14	34	8	35	10	15	11	23	20	13	39	24
Cdc42 wt GTP	101	101	99	99	97	91	100	102	u	99	96	94	u
Rab2A wt mod	99	99	99	100	97	94	99	100	u	94	92	94	u
Rac1 act GTP bind	96	99	97	99	98	92	98	102	u	95	97	93	u

Source: PubChem (several laboratories)
